# From PubChem
# CHT block – human CHT choline transport inhibition; Q9GZV3; CHT-expressing cells, membrane potential dye, choline response; active compounds read low; B-score at 10 µM; actives 0.86% (n = 310,000); AID 488975;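 active = B-score over 3 SD under the library average, and starting fluorescence ratio not unusually high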;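 also: choline stimulus applied at its EC90 after an EC20 pre-addition; B-score computed on integrated fluorescence ratio after choline addition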
# Target sequence (Q9GZV3 whole entry, looked up): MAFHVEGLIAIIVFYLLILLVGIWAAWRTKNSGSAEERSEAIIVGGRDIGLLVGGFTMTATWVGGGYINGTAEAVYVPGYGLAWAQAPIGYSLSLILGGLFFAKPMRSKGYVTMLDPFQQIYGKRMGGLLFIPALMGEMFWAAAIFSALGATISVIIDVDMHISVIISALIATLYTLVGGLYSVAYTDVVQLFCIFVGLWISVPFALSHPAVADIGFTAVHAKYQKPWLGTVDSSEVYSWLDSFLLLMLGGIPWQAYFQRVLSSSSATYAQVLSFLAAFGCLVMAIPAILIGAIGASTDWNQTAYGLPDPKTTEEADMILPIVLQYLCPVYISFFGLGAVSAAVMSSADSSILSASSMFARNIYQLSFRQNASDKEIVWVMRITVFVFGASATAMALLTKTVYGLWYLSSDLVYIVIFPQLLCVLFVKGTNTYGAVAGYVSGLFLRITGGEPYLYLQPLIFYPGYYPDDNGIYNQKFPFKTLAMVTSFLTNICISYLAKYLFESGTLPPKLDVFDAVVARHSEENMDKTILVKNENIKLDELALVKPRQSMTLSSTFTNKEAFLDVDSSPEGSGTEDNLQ
# Kir21 block – Kir2.1 (mouse) channel inhibition | HEK293-Kir2.1, FluxOR thallium flux fluorescence; active compounds read low | actives 0.85% (n = 310,000) | P35561 | B-score at 10 µM;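 active = fluorescence ratio B-score at or below minus 3 SD of library scores, with starting-brightness B-score within 2 SD, cut at about -4.2 in these data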;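 also: channel flux triggered by added potassium and thallium sulfate stimulus; B-score of peak minus minimum fluorescence over baseline after thallium stimulus; more negative B-score means stronger Kir2.1 block with less thallium influx; some compounds called inactive have numbers as strong as hits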
# Target sequence (P35561 whole entry, looked up): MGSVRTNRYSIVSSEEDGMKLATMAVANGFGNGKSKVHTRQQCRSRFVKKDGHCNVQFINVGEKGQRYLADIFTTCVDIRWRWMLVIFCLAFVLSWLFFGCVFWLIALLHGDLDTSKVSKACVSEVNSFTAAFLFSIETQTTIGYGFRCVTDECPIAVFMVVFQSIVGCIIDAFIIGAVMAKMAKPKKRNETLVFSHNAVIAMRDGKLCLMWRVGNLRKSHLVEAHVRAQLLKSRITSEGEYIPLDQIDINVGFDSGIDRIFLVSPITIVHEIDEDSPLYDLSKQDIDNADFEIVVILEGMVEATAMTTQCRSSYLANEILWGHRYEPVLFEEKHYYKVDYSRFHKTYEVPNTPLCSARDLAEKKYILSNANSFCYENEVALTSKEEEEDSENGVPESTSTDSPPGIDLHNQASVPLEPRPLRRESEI
# KCNQ2 inh – KCNQ2 potassium channel inhibitors, primary screen, cell-based, CHO-K1, FluxOR thallium flux, B-score (AID 2156) | O88943 | 20 min; active compounds read low | B-score at 10 µM | actives 1.1% (n = 310,000);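 active = fluorescence ratio B-score at most minus 3 library SDs, with starting brightness B-score within 2 library SDs, cut at about -5.5 in these data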
# Active calls of the source: *; i = inactive.
SMILES,CHT block,Kir21 block,KCNQ2 inh
Cc1ccc(S(=O)(=O)N/N=C\c2cn(-c3ccccc3)nc2-c2ccccc2)cc1,i,-0.97,i
O=C(Nc1ncccn1)c1cc([N+](=O)[O-])cc([N+](=O)[O-])c1,i,0.36,i
CCOc1ccccc1CN1CCN(S(C)(=O)=O)CC1,i,0.33,i
O=c1[nH]c(/C=C/c2ccc(Br)cc2)nc2c1cnn2-c1ccccc1,i,0.02,i
CCCc1cc(Nc2c(C)n(C)n(-c3ccccc3)c2=O)n2c(nc3ccccc32)c1C#N,-8*,0.79,i
COc1ccc(NC(=S)NC(=O)c2csnn2)cc1,i,-0.43,i
C[C@H](NC(=O)c1ccccc1)C(=O)N1CCC2(CC1)NCCc1[nH]cnc12,i,-0.72,i
CCOC(=O)CNc1nc(Oc2ccc(=O)n(C)n2)nc(N(CC)CC)n1,i,-1.6,i
Cc1ccc(Cl)cc1N(C)C(=O)Cn1ncc2c([nH]c3ccccc32)c1=O,i,-0.22,i
CCC(CC)NC(=O)c1oc2ccccc2c1COc1ccccc1,i,0.88,i
CN(C)S(=O)(=O)c1cccc(NC(=O)c2ccc(COc3ccccc3)cc2)c1,i,0.16,-5.8*
O=C(CCN1CCC(c2ccccc2)C1)c1cccs1 (configuration not stated),i,0.1,i
CCN(CC)C(c1ccc(C)cc1)c1nnnn1C1CCCCC1 (configuration not stated),i,0.04,i
CC(C)CCc1c(O)nc(SCC(=O)N2CCCCCC2)[nH]c1=O,i,-0.66,i
COc1ccc(NS(=O)(=O)c2ccc(C)c(NC(=O)NC3CCCCC3)c2)cc1,i,0.28,i
CC1=CC(C)(C)N2C(=O)C3(NCCc4c3[nH]c3ccccc43)c3cccc1c32 (configuration not stated),i,1.3,i
CCCSc1cc(N)cc([N+](=O)[O-])c1,i,1.3,i
Cc1ccc(N=Nc2ccc(N)cc2C)c(S(N)(=O)=O)c1,i,2.4,i
COc1ccccc1NC(=O)Cn1c(=O)oc2ccccc21,i,-0.47,i
CCOC(=O)c1c(NC(=O)C2CCCO2)sc(C(N)=O)c1C (configuration not stated),i,-0.87,i
CC(=NCCc1ccccc1)C1=C(O)CCC1=O,i,0.86,i
Cc1ccc(-c2csc(NC(=O)C3=COCCO3)n2)cc1,i,0.54,i
CCn1ccc(C(=O)NC2=C(C#N)CCC2)n1,i,0,i
CC(C)(C)c1cc(NS(=O)(=O)c2ccc3c(c2)OCCO3)on1,i,0,i
CC(C)N(C)Cc1nnnn1CC(=O)N(C)Cc1cccc(Cl)c1,i,-0.26,i

# Remaining list, next part:
SMILES,CHT block,Kir21 block,KCNQ2 inh
COc1ccc2c(CCNC(=O)CN3C(=O)c4ccccc4C3=O)c[nH]c2c1,i,0.81,i
O=C(O)c1cccc(S(=O)(=O)N2CCc3ccccc3C2)c1,i,0.15,i
Cc1[nH]c2ccccc2c1C1C(c2ccccc2)=NN=C(C(C)C)N1O (configuration not stated),i,-0.65,i
CC1(C)Cc2c(C#N)c(SCc3ccccc3)nc(N3CCOCC3)c2CO1,i,-2.1,i
O=C(Nc1ccc([N+](=O)[O-])cc1Br)c1cc2ccccc2nc1Cl,i,-0.28,i
Cc1cc(Cl)c(S(=O)(=O)Nc2cccc(O)c2)cc1OCC(N)=O,i,0.57,i
CCn1c(=O)c(C(=O)NCCCO)c(O)c2ccccc21,i,-2.1,i
CCOC(=O)c1cnc2c(OC)cccc2c1N1CCN(c2ccccc2OC)CC1,i,0.56,-12*
CCOC(=O)N1CCC(NC(=O)c2cc(S(=O)(=O)NCCc3ccccc3)ccc2F)CC1,i,0.47,i
COc1ccc(-c2cc(C(=O)NC3CCCC3)c3ccccc3n2)cc1OC,i,1.5,i
COc1cc(NC(=O)Cn2nc(C(F)(F)F)c(Br)c2C)cc([N+](=O)[O-])c1,i,-0.02,i
Cc1cc(C(=O)Nc2ccc(N3CCOCC3)c3nonc23)ccc1[N+](=O)[O-],i,-1.6,i
COc1ccc(S(=O)(=O)N2CCOCC2)cc1NC(=O)c1ccccc1-c1ccc(C(F)(F)F)cc1,i,0.18,i
COc1ccc(NC(=S)NCC2CCN(c3ccc(OC)cc3)C2)cc1 (configuration not stated),i,1.1,i
CCc1ccc2c(c1)C(c1ccc(N3CCOCC3)cc1)=NNC(c1ccncc1)=N2,i,1.5,i
O=C(CNC(=S)N(Cc1ccccc1)Cc1ccccc1F)NCCc1ccccc1,i,-0.1,i
Cc1cc(N/N=C/c2ccccc2)nc(N)n1,i,-0.1,i
O=C(CCc1ccccc1)Nc1cccnc1Cl,i,0.16,i
CN(C)/C=N/c1ncn(-c2ncc(C(F)(F)F)cc2Cl)n1,i,1.5,i
Nc1nc2ccc(Cc3ccncc3)cc2s1,i,0.41,i
Cc1ccc(C)c(N2CCN(C(=O)c3nn(C)c4c3CS(=O)(=O)c3ccccc3-4)CC2)c1,i,-0.18,i
O=C(CSc1nc2ccccc2c(=O)n1Cc1ccco1)N1CCN(c2ccccc2)CC1,i,0.71,i
O=C(O)c1ccc(N2C(=O)CC(N3CCN(c4cccc(C(F)(F)F)c4)CC3)C2=O)cc1 (configuration not stated),i,-0.1,i
COc1ccc(CC(=O)OCC(=O)Nc2ccc3c(c2)OCCO3)cc1OC,i,-0.43,i
Cn1c(-c2ccc(Cl)cc2)cnc1NCc1cc2c(cc1[N+](=O)[O-])OCO2,i,-2.2,i

# The results go on:
SMILES,CHT block,Kir21 block,KCNQ2 inh
Cc1nc(C(=O)Nc2ccccc2Cl)cc2c1[nH]c1ccccc12,i,1.8,i
CCS(=O)(=O)Nc1ccc(NC(C)=O)cc1,i,1.4,i
C/C(CC(=O)Nc1ccccn1)=N\NC(=O)c1cnccn1,i,0.28,i
O=C(NCc1ccco1)c1cc2n(n1)C(C(F)(F)F)CC(c1ccc(Cl)c(Cl)c1)N2 (configuration not stated),i,0.43,i
CCOC(=O)Cc1nnc(Nc2ccc(C(=O)NC)cc2)c2ccccc12,i,3,i
O=C(OCc1nc2ccsc2c(=O)[nH]1)c1ccco1,i,0.31,i
CCN(CC)C(=O)CSc1nc2ccccc2c(=O)n1-c1cccc(OC)c1,i,-1.4,i
Cc1cc(C)nc(N/N=C/c2ccccc2OCc2ccc(Br)cc2)n1,i,0.38,i
Cc1ccc2nc3c(cc2c1)c(NS(=O)(=O)c1ccccc1)nn3CC(C)C,i,0.6,i
Cc1nccn1CCC(=O)O,i,1.3,i
O=[N+]([O-])/C(C(Cl)=C(Cl)Cl)=C(/Sc1ccccc1)N1CCCCC1,i,-0.43,i
C=CCOC(=O)C1=C(C)Nc2[nH]c(=O)[nH]c(=O)c2C1c1ccccc1 (configuration not stated),i,-0.01,i
Cc1[nH]c(C)c2c(=O)n(-c3ccccc3)ncc12,i,-1.1,i
C=CCN(CC=C)CCOc1ccc2ccccc2c1,i,1.4,i
O=C1CS/C(=C/C(=O)c2ccccc2)N1,i,-0.18,i
COc1cc(C(=S)N2CCCC2)ccc1OCc1ccccc1,i,0.6,i
COc1cc2c(cc1OC)C(C)N(C(=O)c1cc(Cl)nc(Cl)c1)CC2 (configuration not stated),i,0.89,i
CC(=O)N1c2ccc(S(=O)(=O)NCc3ccccc3Cl)cc2CC1C (configuration not stated),-7*,-0.47,i
CCOC(=O)C(C)(C)Sc1nc2c(cnn2-c2ccc(C)cc2)c(=O)[nH]1,i,-1.2,i
S=C(NCCN(C1CCCCC1)C1CCCC1)Nc1cccc(Cl)c1,i,-4.5*,i
COc1cc(C(=O)NC2CCCc3ccccc32)cc(OC)c1C (configuration not stated),i,0.45,i
Cc1ccc(/C=N/N2CCN(C3c4ccccc4-c4ccccc43)CC2)o1,i,0.18,i
COc1ccc(OCC(=O)Nc2ccccc2OC(F)F)cc1,i,0.77,i
CCCS(=O)(=O)N1CCCC(C(=O)NCCc2ccccc2)C1 (configuration not stated),i,2.5,i
CC1(C)CC(=O)C=C(NCc2cccs2)C1,i,-0.3,i

# Full records, looked up by structure:
# `O=C(OCc1nc2ccsc2c(=O)[nH]1)c1ccco1` is listed as CHT block = i; Kir21 block = 0.31; KCNQ2 inh = i
# `Cc1ccc2nc3c(cc2c1)c(NS(=O)(=O)c1ccccc1)nn3CC(C)C` is listed as CHT block = i; Kir21 block = 0.6; KCNQ2 inh = i

# Additional records follow:
SMILES,CHT block,Kir21 block,KCNQ2 inh
CCCOC(=O)c1ccc(-n2nnnc2SCC(=O)N2CCCCC2)cc1,i,-1.1,i
COCCn1c(SCC(=O)c2[nH]c(C)c(C(C)=O)c2C)nc2ccccc21,i,-2.3,i
COCCNC(=O)c1onc(CSc2cccc(OC)c2)c1C(=O)NCCOC,i,-0.93,i
Cn1c(-c2ccc(Cl)nc2)nc2ccccc21,i,1.1,i
O=C(Cn1nc(-c2ccccc2)c2ccccc2c1=O)Nc1ccccn1,i,-0.16,i
Cc1cc(C)nc(N2CCCC(C(=O)Nc3ccc4c(c3)OCO4)C2)n1 (configuration not stated),i,0.35,i
CC(C)CCn1c(N2CCC(C(N)=O)CC2)nc2c1c(=O)[nH]c(=O)n2C,i,-1.1,i
CCNCCNC(=O)c1c(O)c2cccc3c2n(c1=O)CCC3,i,0.36,i
Cc1cccc2nc(CSC(=N)N)c(Br)n12,i,-0.92,i
COc1ccc(C(=O)NC(=S)Nc2ccc(Cl)cn2)cc1OC,i,1.9,i
CCCCOC(=O)c1ccc(Nc2ccc([N+](=O)[O-])cn2)cc1,i,0.75,i
Cc1cc(=O)oc2c3c(cc(OCC(=O)NCc4ccco4)c12)OC(C)(C)CC3,i,1.3,i
CCN(CC)S(=O)(=O)c1c(Br)cc(C)cc1Br,i,-0.61,i
COc1ccc(NC(=O)c2ccc(CN3CCc4ccccc4C3)cc2)c(OC)c1,i,0.08,i
CC(C)(C)C1CCC(C(=O)Nc2cccnc2)CC1 (configuration not stated),i,-1.5,i
CC#CC(=O)NC1CCCN(C2Cc3ccccc3C2)C1 (configuration not stated),i,1.8,i
CCn1cc(C(=O)N2CCN(Cc3ccc4c(c3)OCO4)CC2)c(=O)c2ccc(C)nc21,i,-1.2,i
COc1cccc(C(=O)Nc2ccc(S(=O)(=O)N3CCCCC3)cc2)c1OC,i,0.05,i
COc1cc(CC(=O)N(c2ccccc2)c2nc(C)cs2)cc(OC)c1OC,i,0.31,i
COc1ccc(-n2ncc3c2CC(C)(C)CC3NC(=O)C2=CC(=O)CC(C)(C)O2)cc1 (configuration not stated),i,-0.14,i
CN(CC(=O)Nc1ccc(Cl)c(Cl)c1)C1CCCCC1,i,1.2,i
CC(=O)Nc1ccc(S(=O)(=O)Nc2ccc(S(=O)(=O)Nc3ncccn3)cc2)cc1,i,0.59,i
O=C(CC12CCC(CC1)C2)NCc1ccc2c(c1)OCO2,i,-0.92,i
COC(=O)C1=C(O)/C(=C\c2ccc(OCC(=O)Nc3ccccc3OC)cc2)N=C1C,i,0.2,i
CCOC(=O)C(CC)n1cnc2c(nnn2-c2cccc(OC)c2)c1=O (configuration not stated),i,3.1,i

# Structures listed so far containing a CF3 group:
SMILES,CHT block,Kir21 block,KCNQ2 inh
COc1cc(NC(=O)Cn2nc(C(F)(F)F)c(Br)c2C)cc([N+](=O)[O-])c1,i,-0.02,i
COc1ccc(S(=O)(=O)N2CCOCC2)cc1NC(=O)c1ccccc1-c1ccc(C(F)(F)F)cc1,i,0.18,i
CN(C)/C=N/c1ncn(-c2ncc(C(F)(F)F)cc2Cl)n1,i,1.5,i
O=C(O)c1ccc(N2C(=O)CC(N3CCN(c4cccc(C(F)(F)F)c4)CC3)C2=O)cc1 (configuration not stated),i,-0.1,i
O=C(NCc1ccco1)c1cc2n(n1)C(C(F)(F)F)CC(c1ccc(Cl)c(Cl)c1)N2 (configuration not stated),i,0.43,i

# The results go on.
SMILES,CHT block,Kir21 block,KCNQ2 inh
COC(=O)C1=C(C)NC2=C(C1c1ccc(O)cc1)S(=O)(=O)c1ccccc12 (configuration not stated),i,0.15,i
COc1ccc(Cl)cc1-c1nc(SCC(=O)NC(C)C(C)C)n[nH]1 (configuration not stated),i,0.16,i
CC(OC(=O)c1cccc([N+](=O)[O-])c1)C(=O)NCc1ccc2c(c1)OCO2 (configuration not stated),i,4.5,i
O=c1[nH]c(-c2ccc(O)cc2)nc2scc(-c3cccs3)c12,i,0.04,i
COCCNC(=S)NNC(=O)c1cccs1,i,-1.1,i
CC(C)c1ccc(/C=C/C(=O)NC(=S)NN2CCOCC2)cc1,i,-0.23,i
Cc1oc(-c2ccccc2Cl)nc1CS(=O)(=O)CC(=O)NCCc1ccccc1,i,0.35,i
Cc1ccc2c(c1)cc(CN(Cc1ccco1)C(=O)N1CCOCC1)c1nnnn12,i,0.92,-8.8*
O=C(/C=C/c1ccco1)N1CCN(S(=O)(=O)/C=C/c2ccccc2)CC1,i,-0.25,i
Cc1ccccc1NC(=O)c1ccccc1NC(=O)c1cccs1,i,0.38,i
CCCNC(=O)NS(=O)(=O)c1cnccc1Sc1ccc(Cl)c(Cl)c1,i,0.37,i
COc1ccccc1C(=O)Nc1nc(-c2ccc3c(c2)OCCO3)cs1,i,-1.1,i
COc1ccc(C(=O)O)nc1C,i,1.5,i
CCc1nnc(NC(=O)c2ccc(S(=O)(=O)N3CCOCC3)cc2)s1,i,-0.04,i
COc1nccnc1NS(=O)(=O)c1ccc(N=Cc2c(C)[nH]n(-c3ccccc3)c2=O)cc1,i,0.3,i
CC(C)(C)NC(=O)c1ccc2c(c1)C(=O)N(C1CCCCC1)C2=O,i,2.8,i
NC(=O)CC(c1ccccc1)c1ccc2c(c1)OCO2 (configuration not stated),i,0.32,i
Oc1[nH]c2ccccc2c1N=Nc1ccc(F)cc1,i,-1,i
CCOC(=O)c1cnn2cc(-c3[nH]ncc3[N+](=O)[O-])cnc12,i,-0.17,i
CN(C)c1ccc(NC(=O)Nc2cccc(Cl)c2)cc1,i,-2.8,i
COc1ccc(OC)c(NC(=O)C2CCCN2C(=O)NC2CCCCC2)c1 (configuration not stated),i,2.3,i
